# LDHA inh: LDHA (human) enzyme inhibition. P00338. purified LDHA, NADH/diaphorase-resazurin fluorescence; active compounds read low. activity change, % (values are at about 110 or 230 µM). 480,000 tested, 0.15% active; in the data active = activity change below about -30%; inconclusive = mostly about -25% to -30%;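 note: plate controls were DMSO wells for no effect and wells without enzyme for full effect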
#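 Enzyme activity of human lactate dehydrogenase 5 (2 nM; 0.06 mM NADH, 0.2 mM pyruvate, 5 min, RT) is measured via a resazurin/diaphorase fluorescence readout of residual NADH.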
# * marks the source's active call; other numbers are inactive results; ? = inconclusive. Some of the compounds tested; rates above refer to the full screens.
# Sample of the layout:
LDHA inh	smiles
2.0	COC(=O)[C@]12CCCCC=C1N(Cc1cccc3ccccc13)C(=O)[C@H](CC(=O)N1CCN(C(=O)c3ccco3)CC1)C2
-3.8	CN(C)C1(CNC(=S)NCc2ccc(F)cc2)CCCCC1
-4.1	CCc1c(C)sc2nc(NCC(C)O)n3nc(-c4ccco4)nc3c12 (stereo not drawn)
6.3	CCCCC(=O)Nc1c(S(=O)(=O)c2ccccc2)c(C)c(C)n1CCOC
1.7	Fc1ccccc1NC(=S)N(Cc1ccccc1)Cc1ccccc1
-13.8	COc1cc2c(cc1OC)-c1nnc(C(F)(F)F)n1C(C)(C)C2
2.3	N#Cc1ccccc1-n1ccnc1
-0.7	CC(C)c1cccc(C(C)C)c1NC(=O)COC(=O)c1ccc2c(c1)NC(=O)CS2
13.0	Cc1cccc(C(=O)O)c1NS(=O)(=O)c1ccc(S(=O)(=O)N2CCCC2)cc1
-7.9	O=C(CSc1ncc(-c2ccccc2)o1)Nc1cccc(F)c1
12.0	Cc1ccc2c(COC(=O)C3CCC(C(C)(C)C)CC3)cc(=O)oc2c1C (stereo not drawn)
5.0	COc1ccc(C(C)=O)cc1CSCc1ccc(C#N)cc1
7.2	COc1ccc(NS(=O)(=O)c2ccc(OCC(=O)NCc3ccccc3OC)c(C)c2)cc1
-2.2	Nc1nccnc1C(=O)NCc1ccccc1F
-6.0	CN1CCN(S(=O)(=O)c2cc3ccccc3oc2=O)CC1
6.9	CNCC#CCOc1c(C)cc(C)cc1C

# The listing (from the top)
LDHA inh	smiles
2.0	COC(=O)[C@]12CCCCC=C1N(Cc1cccc3ccccc13)C(=O)[C@H](CC(=O)N1CCN(C(=O)c3ccco3)CC1)C2
-3.8	CN(C)C1(CNC(=S)NCc2ccc(F)cc2)CCCCC1
-4.1	CCc1c(C)sc2nc(NCC(C)O)n3nc(-c4ccco4)nc3c12 (stereo not drawn)
6.3	CCCCC(=O)Nc1c(S(=O)(=O)c2ccccc2)c(C)c(C)n1CCOC
1.7	Fc1ccccc1NC(=S)N(Cc1ccccc1)Cc1ccccc1
-13.8	COc1cc2c(cc1OC)-c1nnc(C(F)(F)F)n1C(C)(C)C2
2.3	N#Cc1ccccc1-n1ccnc1
-0.7	CC(C)c1cccc(C(C)C)c1NC(=O)COC(=O)c1ccc2c(c1)NC(=O)CS2
13.0	Cc1cccc(C(=O)O)c1NS(=O)(=O)c1ccc(S(=O)(=O)N2CCCC2)cc1
-7.9	O=C(CSc1ncc(-c2ccccc2)o1)Nc1cccc(F)c1
12.0	Cc1ccc2c(COC(=O)C3CCC(C(C)(C)C)CC3)cc(=O)oc2c1C (stereo not drawn)
5.0	COc1ccc(C(C)=O)cc1CSCc1ccc(C#N)cc1
7.2	COc1ccc(NS(=O)(=O)c2ccc(OCC(=O)NCc3ccccc3OC)c(C)c2)cc1
-2.2	Nc1nccnc1C(=O)NCc1ccccc1F
-6.0	CN1CCN(S(=O)(=O)c2cc3ccccc3oc2=O)CC1
6.9	CNCC#CCOc1c(C)cc(C)cc1C
17.1	COc1ccc(Cl)cc1NS(=O)(=O)c1cc(-c2cc(C(F)(F)F)on2)ccc1OC
3.0	Cc1nc(-c2ccc(CNC(=O)NCc3ccccc3)s2)cs1
-3.4	COc1ccc(N2C(=O)C(C)CS2(=O)=O)cc1S(=O)(=O)Nc1ccc(Cl)cc1 (stereo not drawn)
-37.9*	COc1ccc2[nH]c(=O)c(-c3noc(-c4cccs4)n3)cc2c1

# Next section
LDHA inh	smiles
2.7	CC(C)C(=O)N1CCN(C(=O)c2cc3ccccc3n2C)CC1
-1.9	CCC(CC)C(NC(C)=O)c1cccs1 (stereo not drawn)
-0.4	COc1ccccc1CNC(=O)C12CCC(=O)N1CCS2 (stereo not drawn)
0.6	O=C(O)c1ccc(/C=C/c2nc3cc(Cl)ccc3s2)cc1
7.1	N#Cc1ccc(OCc2ccc(C=O)o2)cc1
-3.9	COC(=O)C1(C(=O)OC)C/C=C\CN(S(=O)(=O)c2ccccc2[N+](=O)[O-])CCC1
1.6	CCOC(=O)N1CCN(C(=O)C[C@@H]2C[C@@]3(C(=O)OCC)CCCC=C3N(Cc3ccco3)C2=O)CC1
6.9	C=C(C)C[C@H]1CC=C[C@H](CC(=C)C)[N+]1(C)C
4.0	Cc1ccc(CNC(=O)COC(=O)c2ccc3c(c2)NC(=O)CS3)cc1
2.5	COCCN(Cc1cccs1)S(=O)(=O)c1ccc(Br)cc1Cl
4.3	COc1ccc(-c2ccc(CCC(=O)NC3CCCCC3)o2)cc1
7.0	CCOc1cc(/C=C(/C#N)c2ccc(C(F)(F)F)cn2)ccc1O
-6.4	CN(C(=O)Nc1ccc(Cl)cc1)C(c1ccc(Cl)cc1)c1nccn1C (stereo not drawn)
6.1	Cc1ccc(C(C)NS(=O)(=O)c2cccs2)cc1 (stereo not drawn)
11.3	O=C(Nc1nc(-c2ccccc2Cl)cs1)c1ccc(Cl)c(N2CCCC2=O)c1
6.8	COc1cccc(NCCC#N)c1
-2.4	O=c1[nH]cnc2scc(-c3ccc(Cl)cc3)c12
8.1	c1ccc(NCC2CCOC2)cc1 (stereo not drawn)
-6.0	CCn1cc(C(=O)CSc2nnc(C)s2)c2ccccc21
0.3	CCN(CC)CCNC(=O)c1nc(-c2cccc3[nH]ccc23)no1

# The listing continues.
LDHA inh	smiles
11.7	COc1ccccc1OC(C)C(=O)c1ccc(C)cc1 (stereo not drawn)
-0.5	Cc1cc(=O)oc2cc(OC(C)C(=O)NCc3cccnc3)ccc12 (stereo not drawn)
10.8	N/C(=C\C(=O)/C=C/c1ccco1)C(F)(F)F
1.2	O=Cc1c[nH]c2ccc(F)cc12
10.8	CC(=O)C1=C(C)N(C2CCCCC2)C(=O)C1(NC(=O)c1ccc(C(C)(C)C)cc1)C(F)(F)F (stereo not drawn)
-1.7	N#Cc1cccnc1NCCNc1ccc2ccccc2n1
5.9	O=C(c1cccs1)N(Cc1cccs1)C1CC1
6.8	Cc1ccc(S(=O)(=O)N2CCC(C(=O)N3CCC(CCc4ccccc4)CC3)CC2)c(C)c1
2.8	CCOC(=O)NC(C(=O)OCC)(c1ccc(F)cc1)C(F)(F)F (stereo not drawn)
-1.5	O=C(OCC1CCCCC1)c1nn(-c2ccccc2)c(=O)c2ccccc12
24.0	Nc1ccnn1C1CCCCC1
8.0	CCOC(=O)c1cc(NC(C)=O)ccc1N1CCOCC1
-0.4	Cc1ccc(-c2[nH]c3ccccc3c2C=O)c(C)c1
4.8	Cc1oc(-c2cccs2)nc1CC(=O)N1CCCC1c1ccccc1 (stereo not drawn)
-4.5	NCCCCN1CCCCC1
-4.3	CN1CCN(CCNC(=O)c2ccc(CN3CC(=O)N4CCCCC4C3=O)cc2)CC1 (stereo not drawn)
2.9	CNC(=O)c1ccc(CNC(=O)C2CCCC2)cc1
-2.2	CCOC(=O)Nc1cccc(C(=O)OCc2cccc(C(=O)OC)c2)c1
3.2	Cc1nc2ccccc2c(C)c1CC(=O)O
1.7	Cc1ccc(NC(=O)CN(C)C(=O)c2cc3ccc(F)cc3nc2C)cc1

# Two of the compounds above, as labelled records:
> CCOC(=O)Nc1cccc(C(=O)OCc2cccc(C(=O)OC)c2)c1
  LDHA inh: -2.2
> CCOC(=O)c1cc(NC(C)=O)ccc1N1CCOCC1
  LDHA inh: 8.0

# Continued.
LDHA inh	smiles
-4.8	Cc1ccc2c(Cn3cc(S(=O)(=O)N4CCCC4)ccc3=O)cc(=O)oc2c1
?	Cc1cc(C)n2nc(SCC(=O)c3cc(C)n(C4CCS(=O)(=O)C4)c3C)nc2n1 (stereo not drawn)
-3.9	COC(=O)c1nc2ccccc2nc1N1CCN(c2ccc(Cl)cc2)CC1
2.2	N#Cc1nc(C2CC2)oc1N1CCN(Cc2cccc(Cl)c2)CC1
10.0	COc1cc(/C=C(\C#N)c2nc3ccccc3[nH]2)ccc1OC(C)C
24.8	NC(=O)c1ccc(NC(=O)C(F)(OC(F)(F)C(F)(F)C(F)(F)F)C(F)(F)F)cc1 (stereo not drawn)
-24.8	O=C(Nc1cccc2cccnc12)NC1CCCCC1
0.1	O=C(c1cccs1)N(c1ccccc1)C1C=CS(=O)(=O)C1 (stereo not drawn)
-0.1	Clc1ccccc1-c1noc(CSc2nnc(C3CC3)n2-c2ccccc2)n1
0.6	CCOc1cccc2c1Oc1nc(-c3cccc(OC(C)C)c3)[nH]c(=O)c1C2
4.4	O=C(CCCl)Nc1ccc2c(c1)CCC2
7.0	Cc1ccc(C)c(-c2cc(C(=O)NC3CCCC3)c3cc(Br)ccc3n2)c1
12.4	COC(=O)c1ccc(OCc2cc(Br)ccc2OC)cc1
-6.3	CC(C)CCNC(=S)Nc1ccc(Cl)cc1Cl
-8.3	Cn1c(=O)[nH]c(=O)c2c1nc(N1CCN(Cc3cccc(Cl)c3)CC1)n2CCCc1ccccc1
0.7	Cc1ccc(CNC(=O)Cn2c(C)cc3ccccc32)cc1
8.5	COc1ccc(-c2nnc(-c3ccc(OC)c(OC)c3)o2)cc1OC
6.1	C/C(=N\NC(N)=S)C1CCCCCCCCCCC1
-3.1	CCOC(=O)C1CCCN(c2ccc(C#N)cn2)C1 (stereo not drawn)
-1.5	CN1C(=O)Cc2cc(-c3csc(NC4CCCC4)n3)ccc21

# (continued)
LDHA inh	smiles
19.7	COc1cc(C(=O)NCCc2csc(-c3ccccn3)n2)cc(OC)c1OC
3.8	COc1ccc(-c2c(-c3ccc(C)c(C)c3)[nH]c3c2c(=O)[nH]c(=O)n3C)cc1
-8.6	O=C(Cc1coc(-c2ccccc2)n1)NC1CCCCCC1
6.3	Cc1ccc(-c2nnn(C(C)C(=O)Nc3ccc(C#N)cc3)n2)cc1 (stereo not drawn)
2.5	Clc1ccc(-n2ncc3c(NC4CCCCCC4)ncnc32)cc1
15.6	COc1cc(C)cc2oc(=O)c(CC(=O)NCCc3ccccc3F)c(C)c12
-1.7	CCC(=O)Oc1ccc2c(=O)c(Oc3cc(C)cc(C)c3)c(C(F)(F)F)oc2c1
-0.3	COc1ccc(C)cc1NS(=O)(=O)c1cc(-c2cnc(C)o2)ccc1C
5.7	COc1cccc(S(=O)c2c(C)cc(C)cc2C)c1 (stereo not drawn)
2.0	c1cc(CNC2CCCC2)cs1
3.8	CCOc1ccc(NC(=O)c2nn(Cc3ccccc3)c(=O)c3ccccc23)cc1OCC
-5.7	Cc1nc(-c2cccs2)c(CC(=O)N2CCN(c3ccc(F)cc3)CC2)s1
?	O=C(Oc1ccc2c(c1)O/C(=C\c1cccs1)C2=O)c1ccco1
-20.5	O=C(NCCN1CCOCC1)c1ccc(CN2CC(=O)N3CCCCC3C2=O)cc1 (stereo not drawn)
2.6	Cc1ccc(Nc2ccc3nonc3c2[N+](=O)[O-])cc1Cl
4.3	Cc1ccc(C(=O)CSc2nc3ccccc3c(=O)[nH]2)c(C)c1
6.3	COc1ccccc1OCC(=O)N(Cc1ccc(-c2ccc(Cl)cc2)o1)C1CCS(=O)(=O)C1 (stereo not drawn)
0.8	Cn1c(=O)c2c(nc(NCc3ccccc3)n2CCC#N)n(C)c1=O
10.7	C#CCOc1ccc2ccccc2c1/C=C(\C#N)c1ccc(F)cc1
2.7	Cc1ccc(-n2cc(C(=O)c3cc(C)ccc3O)cc(C#N)c2=O)cc1

# Continuation:
LDHA inh	smiles
9.9	CC(C)(C)c1cc(SCCC#N)cc(C(C)(C)C)c1O
-20.0	COc1ccc(NC(=O)NCc2cccn2Cc2cccc(F)c2)cc1OC
3.2	CCOc1ccc2nc(SCCNCCO)sc2c1
15.9	CN(C)CCN(Cc1ccc(F)cc1)C(=O)Nc1cccc2ccccc12
-19.8	O=C(OCC1(COC(=O)c2ccc(F)cc2)CCCC(COC(=O)c2ccc(F)cc2)(COC(=O)c2ccc(F)cc2)C1=O)c1ccc(F)cc1
-2.8	CC(C)(C)c1ccc(-c2nc(C#N)c(NCC3CCCO3)o2)cc1 (stereo not drawn)
14.9	O=C(/C=C/c1ccc(O)cc1)c1ccc(-c2ccccc2)cc1
-2.6	COc1cc(C2SCCS2)ccc1OC(=O)c1cc(OC)c(OC)c(OC)c1
4.0	FC(F)(F)c1cccc(NC(=S)NCc2cccs2)c1
6.6	Cc1c(-c2cccc3ccccc23)c(=O)oc2ccc(Br)cc12
1.7	CCCCn1nc(C(=O)N(C)Cc2ccccc2N2CCCCC2)c2ccccc2c1=O
-1.9	O=C(CSc1ncnc2sc3c(c12)CCCC3)Nc1ccc2c(c1)OCCO2
2.1	O=C(CC1Sc2ccc(C(F)(F)F)cc2NC1=O)Nc1ccc(F)c(Cl)c1 (stereo not drawn)
0.3	CCN(CC)C(=O)C(Sc1nncn1-c1ccccc1F)c1ccccc1 (stereo not drawn)
0.7	Cc1ccc(C(=O)N2CCN(c3oc(C4CC4)nc3C#N)CC2)c(C)n1
-5.5	O=C(O)c1ccc(-c2ccc(F)cc2)cc1
0.9	CCCCCCCCCCCCNC(=O)c1cccs1
7.2	CCOC(=O)C1CCN(C(=O)C(C)OC(=O)c2nn(CC)c(=O)c3ccccc23)CC1 (stereo not drawn)
0.3	CCC/C=C(/CC)C[N+]1(C)CCCCC1
-0.2	Cc1cccc(C)c1NC(=O)COC(=O)Cn1cnc2c1c(=O)n(C)c(=O)n2C

# New compounds follow
LDHA inh	smiles
6.8	CC(C)Oc1ccc(-c2nc(N3CCCCC3)c3ccccc3n2)cc1
0.9	COc1ccc(CCNC(=O)c2sc(NC(C)C)nc2C)cc1
-3.7	CCC(C(=O)Nc1nnc(COC)s1)c1ccccc1 (stereo not drawn)
1.8	O=C(O)C1COCCO1 (stereo not drawn)
2.1	C=C(Cl)CN1CCN(CC2CCCO2)CC1 (stereo not drawn)
4.7	Cc1ccc(S(=O)(=O)c2c(C)c(C)n(Cc3ccco3)c2N)cc1
1.2	COc1ccc(OC)c(CCNC(=O)c2ccc(N3C(=O)CCS3(=O)=O)cc2Cl)c1
16.0	COc1cc(Br)cc2cc(-c3nc(-c4ccccc4C)no3)c(=O)oc12
?	CNC(=O)CSc1nc2c(c(C(F)(F)F)c1C#N)CC(C(C)(C)C)CC2 (stereo not drawn)
-23.6	CCc1cccc(C)c1NC(=O)c1ccc2ccccc2n1
-1.3	Cc1ccc(-c2csc(Nc3ccc(O)c(C(=O)O)c3)n2)cc1
24.9	Cc1csc(NC(=O)CCc2ncc(-c3ccc(F)cc3)o2)n1
1.1	COc1cc(/C=C/c2nc3ccccc3s2)cc(OC)c1OC
